Assay outcomes: PubChem BioAssay, several laboratories
NR2F2 inh: NR2F2 (human) inhibition, primary screen; 370,000 compounds, 0.7% hits; inhibition, % at 8.6 µM; P24468; HEK293T NGFI-A luciferase reporter, luminescence;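 active = inhibition above a per-plate cutoff, mean inhibition of test wells between control levels plus 3 SD, cut at about 38% in these data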;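 also: cells cotransfected with COUP-TFII expression vector driving the NGFI-A reporter; 0% = median of COUP-TF2 test wells and 100% = reporter-only cells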
SRC2 inh: inhibits human steroid receptor coactivator 2 | Q15596 | HEK293 GAL4-SRC2 luciferase reporter, luminescence | 370,000 compounds, 0.17% hits | inhibition, % at 9 µM;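 active = inhibition above the mean inhibition of all tested compounds plus 3 SD, set per campaign, cut at about 52% in these data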;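 also: 0% = DMSO treated cells and 100% = cells given Gossypol at 36 µM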
C8 TRAIL sens: caspase-8 TRAIL sensitization. NB7+C8 cells + TRAIL, ATPlite viability luminescence. inhibition (viability loss, TRAIL sensitization), % at 10 µM. 360,000 compounds, 1% hits;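 active = compounds causing at least 50% loss of cell viability in the single-dose screen, relative to plate controls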
TWEAK-Fn14 inh: inhibitors of TWEAK-Fn14 interaction signaling; TWEAK-stimulated Fn14 reporter cells, luciferase luminescence, 8 h; inhibition, % at 10 µM; 360,000 compounds, 2% hits; in the data active = inhibition above about 50%
SRC1 inh: inhibits human SRC1 coactivator. HEK293 GAL4-SRC1 luciferase reporter, luminescence. inhibition, % at 3.6 µM. 360,000 compounds, 0.12% hits;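 active = inhibition above the campaign mean plus 3 SD, with each screening campaign given its own cutoff, cut at about 60% in these data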;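 also: 0% = DMSO treated cells and 100% = gossypol at 36 µM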
TROY signal inh: blocks TROY-dependent signaling in reporter cells; Q293 LMP1-TROYcd NF-kB luciferase reporter, 4 h; inhibition, % at 10 µM; 360,000 compounds, 0.98% hits;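 active = compounds whose plate-normalised and pattern-corrected inhibition of the luciferase reporter signal at the single screening dose is 50% or more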
LRH-1 inv ag: NR5A2 inverse agonism in reporter assay; inhibition, % at 3.6 µM; 360,000 compounds, 0.13% hits; O00482; AID 602396; HEK293T StAR-luciferase reporter, LRH-1 transfected, 24 h;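 active = inhibition above the mean inhibition of all tested compounds plus 3 SD, cut at about 73% in these data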;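 also: 0% = DMSO wells and 100% = reporter-only cells lacking LRH-1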
TLR9-MyD88 inh: blocks human TLR9 binding to MyD88 | 340,000 compounds, 0.21% hits | CHO BLA complementation TLR9-MyD88, CCF4 FRET ratio | Q9NR96+Q99836 | AID 504734 | inhibition, % at 4.98 µM;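 active = inhibition above the mean over all tested compounds plus 3 SD, cut at about 21% in these data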;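 also: 0% = DMSO only wells and 100% = clavulanate BLA inhibitor control wells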
EBV LMP1 NFkB: Epstein-Barr LMP1 NF-kappaB reporter inhibition. inhibition, % at 12.5 µM. 350,000 compounds, 0.69% hits. AID 504558. LMP1-induced NF-kappaB luciferase reporter cells, luminescence; in the data active = inhibition above about 41%;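 also: 0% = neutral control wells and 100% = reference inhibitor control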
NCOA3 inh: inhibitors of human steroid receptor coactivator 3 (SRC3). HEK293 GAL4-SRC3 luciferase reporter, luminescence. inhibition, % at 3.6 µM. 360,000 compounds, 0.17% hits. AID 588352;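 active = inhibition above a per-campaign cutoff, the mean of all compounds plus 3 SD, cut at about 60% in these data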;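 also: 0% = DMSO-treated cells and 100% = gossypol-treated cells at 36 µM; higher means less SRC3-driven luciferase light from the GAL4 reporter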
Target sequence (Q9Y6Q9 whole entry, looked up, the tested form may be a part): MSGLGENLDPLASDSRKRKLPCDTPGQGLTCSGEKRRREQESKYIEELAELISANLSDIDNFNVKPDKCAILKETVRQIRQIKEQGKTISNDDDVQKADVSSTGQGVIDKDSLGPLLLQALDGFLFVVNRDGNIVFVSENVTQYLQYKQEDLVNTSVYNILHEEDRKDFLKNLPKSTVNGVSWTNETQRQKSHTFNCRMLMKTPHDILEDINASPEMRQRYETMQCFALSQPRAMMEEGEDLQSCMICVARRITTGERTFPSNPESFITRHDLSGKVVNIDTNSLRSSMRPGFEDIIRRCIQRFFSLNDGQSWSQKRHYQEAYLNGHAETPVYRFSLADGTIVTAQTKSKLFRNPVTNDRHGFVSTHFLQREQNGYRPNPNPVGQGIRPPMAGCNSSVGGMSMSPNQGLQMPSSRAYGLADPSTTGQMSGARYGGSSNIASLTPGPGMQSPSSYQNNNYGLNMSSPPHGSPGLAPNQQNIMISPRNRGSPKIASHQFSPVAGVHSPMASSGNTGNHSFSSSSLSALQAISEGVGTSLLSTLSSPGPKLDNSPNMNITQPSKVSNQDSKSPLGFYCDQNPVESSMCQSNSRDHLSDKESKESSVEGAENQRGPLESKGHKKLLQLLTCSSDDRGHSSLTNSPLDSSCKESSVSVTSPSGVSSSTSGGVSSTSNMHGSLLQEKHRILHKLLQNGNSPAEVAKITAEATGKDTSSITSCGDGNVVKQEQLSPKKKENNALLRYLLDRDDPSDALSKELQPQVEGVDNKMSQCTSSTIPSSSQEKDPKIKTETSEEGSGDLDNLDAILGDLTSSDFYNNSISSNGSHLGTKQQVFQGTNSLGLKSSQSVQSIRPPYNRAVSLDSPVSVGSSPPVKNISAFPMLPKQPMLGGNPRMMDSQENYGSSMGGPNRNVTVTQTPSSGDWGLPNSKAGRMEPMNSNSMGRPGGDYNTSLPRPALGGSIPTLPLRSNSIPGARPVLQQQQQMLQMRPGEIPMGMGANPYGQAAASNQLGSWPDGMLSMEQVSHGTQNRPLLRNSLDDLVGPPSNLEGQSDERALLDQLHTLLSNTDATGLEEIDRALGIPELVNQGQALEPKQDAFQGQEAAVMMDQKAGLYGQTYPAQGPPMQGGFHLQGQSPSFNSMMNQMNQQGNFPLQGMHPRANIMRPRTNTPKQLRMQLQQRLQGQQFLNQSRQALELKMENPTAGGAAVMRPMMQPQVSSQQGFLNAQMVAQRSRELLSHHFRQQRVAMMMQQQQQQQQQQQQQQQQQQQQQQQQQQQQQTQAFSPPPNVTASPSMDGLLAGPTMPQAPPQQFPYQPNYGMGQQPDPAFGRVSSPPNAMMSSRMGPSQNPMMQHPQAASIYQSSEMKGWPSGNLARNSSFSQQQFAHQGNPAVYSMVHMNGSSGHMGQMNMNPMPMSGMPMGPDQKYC
NOD2 RIPK2 PPI: inhibitors of human NOD2-RIPK2 interaction. O43353. CHO BLA complementation NOD2-RIPK2, CCF4 ratio. inhibition, % at 4.98 µM. 360,000 compounds, 0.38% hits. AID 624267; in the data active = inhibition above about 21%;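 also: 0% = vehicle only and 100% = reference blocker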
* = called active by the depositor; nt = no result given. An excerpt; count on the stated rates, not on these rows.

SMILES	NR2F2 inh	SRC2 inh	C8 TRAIL sens	TWEAK-Fn14 inh	SRC1 inh	TROY signal inh	LRH-1 inv ag	TLR9-MyD88 inh	EBV LMP1 NFkB	NCOA3 inh	NOD2 RIPK2 PPI
CCn1ncc(/C=C/C(=O)NCc2cnn(C)c2C)c1C	3	7	-13	-6	-6	0	-1	1	-8	-4	0
CC(=O)Nc1ccc(NC(=O)c2sc3nc4n(c(=O)c3c2C)CCCCC4)cc1	12	19	4	-5	5	10	-2	-1	0	-16	9
Cc1ccc(C(=O)NN2C(=O)CSC2=S)cc1	2	-5	5	17	-5	-12	11	-7	5	8	-1
Cc1ccc(C)c(-c2nnc(NC(=O)C3=COCCO3)o2)c1	3	-10	12	-7	-8	-2	-7	0	-4	-3	4
O=P(OCC1CCCO1)(OCC1CCCO1)OCC1CCCO1 (stereo not drawn)	0	5	6	8	-11	13	1	8	0	-10	-7
Cc1c(NC(=O)C(C)OC(=O)/C=C/c2ccccc2)c(=O)n(-c2ccccc2)n1C (stereo not drawn)	-13	10	3	-9	14	10	-4	-5	9	6	-11
CCOC(=O)C1(Cc2cccc(Cl)c2)CCCN(C(=O)c2cn[nH]c2)C1 (stereo not drawn)	-3	-17	-2	-6	-4	-5	-15	-4	1	15	-5
COc1ccc(N(CC(=O)Nc2ccccc2C(=O)N2CCCC2)S(=O)(=O)c2ccccc2)cc1	3	-16	2	5	-3	-12	1	-1	63*	-11	-10
CN=C(Nc1ccc2c(c1)OCO2)SC1CC(=O)N(c2ccccc2)C1=O (stereo not drawn)	20	-5	-7	-41	-11	-17	8	-7	-6	-6	3
Cn1cnnc1SCC(=O)NC1CCCN(Cc2ccccc2F)C1 (stereo not drawn)	-5	-4	0	15	-91	9	1	-2	6	12	-4
O=C(O)C1CC(=O)N(c2ccc3c(c2)OCCO3)C1 (stereo not drawn)	12	18	6	63*	10	33	-1	3	13	11	-7
O=S(=O)(c1ccccc1)c1nc(-c2ccco2)oc1N1CCOCC1	-3	1	-5	-16	-6	-7	2	0	6	-14	-11
COc1ccc(-c2csc(/C(C#N)=C/Nc3ccc4c(c3)OCCO4)n2)cc1	-7	8	16	-10	-15	-6	5	-4	-11	14	-11
Cc1c(NC(=O)CN2C(=O)C3C4C=CC(C4)C3C2=O)c(=O)n(-c2ccccc2)n1C (stereo not drawn)	8	-12	-5	3	-20	-16	5	2	-11	-10	-12
Nc1ccccc1C(=O)NCc1ccco1	-10	-14	-20	14	5	1	24	-2	9	-14	-10
Cc1ccc(C(=O)Nc2ccc3c(c2)C(=O)NC3=O)cc1	3	6	-1	-26	-11	-44	11	0	4	-14	0
COc1ccccc1CNC(=O)C(=O)NCCC1CCCCN1S(=O)(=O)c1ccccc1 (stereo not drawn)	23	-23	23	-26	-4	-18	5	-11	11	14	-18
Cc1ccc(C2C(C(=O)c3cccs3)=C(O)C(=O)N2c2nnc(C)s2)cc1 (stereo not drawn)	-24	-17	-18	-7	-23	-24	-52	2	-7	-50	-7
CC(C)C[C@H]1CNC(=S)N1CC1CCN(CCCC2CCCCC2)CC1	9	14	11	3	-14	1	18	-1	6	1	3
COC(=O)c1ccc(NC(=S)Nc2cccc(C)n2)cc1	-19	-9	-7	-9	-29	-25	-18	0	-14	-8	-6
Cc1ccc(N2C(=O)N(CC(=O)Nc3ccc(C)cc3[N+](=O)[O-])C(=O)C2C)cc1 (stereo not drawn)	8	-11	-13	-21	-48	-7	-40	-2	-1	-18	-4
COc1ccc(OCC(Cn2cnc3ccccc32)OC(C)=O)cc1 (stereo not drawn)	-2	-18	15	0	-41	0	9	-12	-2	-5	-3
O=C(NCc1ccccc1Cl)C1CCN(S(=O)(=O)c2cccs2)CC1	10	-5	-5	-6	2	-4	7	1	0	18	-12
CCOc1ccc(NC(=O)c2cnccn2)cc1	-24	-120	47	45	-241	3	-146	1	20	-46	4
COC(=O)c1ccc(COc2ccc(CNCc3ccc(Cl)cc3)cc2)cc1	-14	-53	5	42	-51	-8	-44	-19	-2	-63	-5

Not a retest: 12 of the compounds above.
SMILES	NR2F2 inh	SRC2 inh	C8 TRAIL sens	TWEAK-Fn14 inh	SRC1 inh	TROY signal inh	LRH-1 inv ag	TLR9-MyD88 inh	EBV LMP1 NFkB	NCOA3 inh	NOD2 RIPK2 PPI
CCn1ncc(/C=C/C(=O)NCc2cnn(C)c2C)c1C	3	7	-13	-6	-6	0	-1	1	-8	-4	0
CC(=O)Nc1ccc(NC(=O)c2sc3nc4n(c(=O)c3c2C)CCCCC4)cc1	12	19	4	-5	5	10	-2	-1	0	-16	9
Cc1ccc(C(=O)NN2C(=O)CSC2=S)cc1	2	-5	5	17	-5	-12	11	-7	5	8	-1
Cc1ccc(C)c(-c2nnc(NC(=O)C3=COCCO3)o2)c1	3	-10	12	-7	-8	-2	-7	0	-4	-3	4
O=P(OCC1CCCO1)(OCC1CCCO1)OCC1CCCO1 (stereo not drawn)	0	5	6	8	-11	13	1	8	0	-10	-7
Cc1c(NC(=O)C(C)OC(=O)/C=C/c2ccccc2)c(=O)n(-c2ccccc2)n1C (stereo not drawn)	-13	10	3	-9	14	10	-4	-5	9	6	-11
CCOC(=O)C1(Cc2cccc(Cl)c2)CCCN(C(=O)c2cn[nH]c2)C1 (stereo not drawn)	-3	-17	-2	-6	-4	-5	-15	-4	1	15	-5
COc1ccc(N(CC(=O)Nc2ccccc2C(=O)N2CCCC2)S(=O)(=O)c2ccccc2)cc1	3	-16	2	5	-3	-12	1	-1	63*	-11	-10
CN=C(Nc1ccc2c(c1)OCO2)SC1CC(=O)N(c2ccccc2)C1=O (stereo not drawn)	20	-5	-7	-41	-11	-17	8	-7	-6	-6	3
Cn1cnnc1SCC(=O)NC1CCCN(Cc2ccccc2F)C1 (stereo not drawn)	-5	-4	0	15	-91	9	1	-2	6	12	-4
O=C(O)C1CC(=O)N(c2ccc3c(c2)OCCO3)C1 (stereo not drawn)	12	18	6	63*	10	33	-1	3	13	11	-7
O=S(=O)(c1ccccc1)c1nc(-c2ccco2)oc1N1CCOCC1	-3	1	-5	-16	-6	-7	2	0	6	-14	-11

Returning to the listing; the 2 compounds before the break are reprinted first.
SMILES	NR2F2 inh	SRC2 inh	C8 TRAIL sens	TWEAK-Fn14 inh	SRC1 inh	TROY signal inh	LRH-1 inv ag	TLR9-MyD88 inh	EBV LMP1 NFkB	NCOA3 inh	NOD2 RIPK2 PPI
CCOc1ccc(NC(=O)c2cnccn2)cc1	-24	-120	47	45	-241	3	-146	1	20	-46	4
COC(=O)c1ccc(COc2ccc(CNCc3ccc(Cl)cc3)cc2)cc1	-14	-53	5	42	-51	-8	-44	-19	-2	-63	-5
CC1(C(=O)NNC(=O)c2ccc(=O)oc2)CC1Br (stereo not drawn)	2	-10	-6	1	-23	6	-15	nt	nt	-20	-4
Cc1cc(NC(=O)c2ccccc2C)no1	-39	-28	5	1	-31	-35	-82	14	-5	-68	1
COc1ccc(/C=N/NC(=S)NCC2CCCO2)cc1 (stereo not drawn)	5	4	1	-8	1	-17	-12	6	-7	17	-14
Nc1cnc(Nc2ccc(Br)cc2)nc1N	-18	-27	4	25	-51	-11	-59	-6	-4	-88	-3
Cc1ccc(C(=O)/C=C/Nc2ccccc2C(N)=O)cc1	-48	-23	90*	58*	-118	-49	-150	-7	16	-86	2
CN(C)CCOc1ccc(-c2c(-c3ccccc3)sc3ccccc23)cc1	-32	0	41	-32	4	16	5	-1	-17	-2	4
O=C(Oc1cccc(-n2cnnn2)c1)c1ccco1	9	-12	0	0	-17	-12	18	0	4	-37	-4
COc1ccc(NC(=O)Cn2ncn3c(cc4ccccc43)c2=O)c(OC)c1OC	4	-12	-13	-5	0	-36	12	9	0	7	9
COc1ccc(CN(CC(=O)NCC2CCCO2)C(=O)CNS(=O)(=O)c2ccccc2)cc1 (stereo not drawn)	10	-7	-13	20	-2	7	9	1	-5	11	5
O=C1CCC/C=C\C[C@@H](CC(=O)N(CCO)Cc2ccccc2)C(=O)N2CCC[C@H]2CO1	-12	-18	-13	-6	-7	-9	2	-3	1	6	5
O=C(/C=C/c1ccc(Cl)cc1Cl)NCCSCc1ccccc1	5	-16	-11	-6	11	13	12	8	5	10	-3
COc1cc2cc(C)c(SCC(=O)N3CCN(C(=O)c4ccco4)CC3)nc2cc1OC	8	-3	-10	-16	8	8	10	2	1	2	2
CCOC(=O)CNC(=O)CSc1nc2cccnc2n1C	5	-10	16	10	9	-8	0	9	3	15	-19
CCCc1nc2ccc(NC(=O)c3cccs3)cc2c(=O)n1Cc1ccccc1Cl	-9	-13	21	2	-2	2	10	-6	6	-11	-6
O=C(COC(=O)c1ccc2c(c1)S(=O)(=O)N=C1CCCCCN12)NCc1cccs1	12	-3	-9	-3	3	20	-19	-49	-14	5	7
COc1ccc(C)cc1NC(=S)NNC(=O)c1ccccc1Cl	-14	-10	8	-5	-34	-50	-30	8	0	0	-4
Cc1cnc(CNC(=O)CC2C(=O)NCCN2Cc2ccccc2F)cn1 (stereo not drawn)	0	-61	-19	-16	-3	-1	-17	1	-4	0	-4
COc1cccc(CN2CCC(C(=O)Nc3ccc(-c4cccc(C)c4)cc3)CC2)c1O	18	7	8	6	5	16	-20	-1	7	10	6
O=C(Nc1ccc(N2CCOCC2)cc1)C1CC1	4	-18	-20	-22	-1	1	-20	4	9	3	-8
Cc1cc(C)c(C)c(S(=O)(=O)N2CCC(C(=O)N3CC(C)CC(C)C3)CC2)c1C (stereo not drawn)	17	-14	-18	-29	1	4	4	6	10	7	-4
